Bioassay records as filed in PubChem BioAssay.
H9c2 TAG inh – reduces triacylglycerol accumulation in H9c2 cells | inhibition, % at 12.5 µM | Nile Red lipid (TAG) fluorescence; cells loaded with 200 µM oleic acid | AID 651582 | actives 0.66% (n = 230,000);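 active means pattern-corrected inhibition of lipid staining of at least 50% with the nuclear-stain viability signal not falling by more than 50%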;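 further: 0% = DMSO wells and 100% = triacsin C control wells; some results filed as inactive read as strong as hits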
H9c2 TAG inh DAPI viability – second read-out of H9c2 TAG inh, no call of its own (marks repeat the call); DAPI nuclei signal change (viability), lower = more cytotoxic, %;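 whole-well DAPI fluorescence read on a plate reader as a viability signal; minus 50 percent equals half of cells still viable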
* = called active by the depositor; & = joins results of further samples. This is a subset; the hit share may differ from the screen's.

SMILES | H9c2 TAG inh | H9c2 TAG inh DAPI viability
COc1ccc(OC)c(NC(=O)C(=S)NC2CCCCC2)c1 | -6 | -7
C/C(Cn1cnc([N+](=O)[O-])n1)=N/NC(=O)COc1c(Cl)cc(Cl)cc1Cl | -6 | 2
CCCN(CCC)c1ncnc2nc[nH]c12 | 5 | -18
CC(C(=O)Nc1ccccc1-c1ccccc1)N(C)Cc1nc2ccccc2c(=O)[nH]1 (configuration not stated) | -39 | -6
CCN(CC(=O)Nc1c(F)cccc1F)C(=O)CSc1ccccc1 | 26 | 5
Cc1ccc(F)c(NC(=O)CCc2ccccc2)c1 | -14 | -17
CC(=O)Oc1ccccc1C(=O)Nc1ccccc1C(=O)N1CCCC1 | -7 | 7
C#CCOCCOCCOCCNc1nc(N2CCN(C(=O)[C@H](CCCCN)n3cc([C@@H](N)C(C)CC)nn3)CC2)nc(N2CCN(C(=O)[C@H](CCCCN)n3cc([C@@H](N)CC(C)C)nn3)CC2)n1 (some centres not stated) | -41 | 33
CCN(CC)C(=N)/C(C#N)=N/Nc1ccc(C)cc1 | 1 | -11
Nc1ncnc(Nc2c(F)cccc2F)n1 | -7 | 0
Cc1nc(SCC(=O)N2CCCC2=O)nc(C)c1C | 7 | -6
CC1(C)Cc2c(sc(NC(=O)c3ccc(S(=O)(=O)N4CCCCCC4)cc3)c2C(N)=O)C(C)(C)N1 | 32 | 8
N#Cc1nc(COc2ccc(F)cc2)oc1NCCCn1ccnc1 | 15 | 17
O=C(N1CCCCC1)N1CCN(C(c2ccccc2)c2ccccc2)CC1 | -1 | -4
CC[C@H]1CN2CCc3cc(OC)c(OC)cc3[C@@H]2C[C@@H]1C[C@H]1NCCc2cc(OC)c(OC)cc21 | 118 | -85

Among those listed so far, 2 have a cyano group.
SMILES | H9c2 TAG inh | H9c2 TAG inh DAPI viability
CCN(CC)C(=N)/C(C#N)=N/Nc1ccc(C)cc1 | 1 | -11
N#Cc1nc(COc2ccc(F)cc2)oc1NCCCn1ccnc1 | 15 | 17

Later entries.
SMILES | H9c2 TAG inh | H9c2 TAG inh DAPI viability
O=C(c1c(O)c2ccccc2oc1=O)C1CCCCC1 | -2 | 6
CCOC(=O)Cc1nn(CCc2ccccn2)c(=O)c2ccccc12 | -8 | 0
CCC(Sc1n[nH]c(=O)[nH]c1=O)C(=O)OCc1ccccc1 (configuration not stated) | -7 | -8
O=C(CCc1nnc(C2CCCCC2)o1)N1CCCCC1CCn1cccn1 (configuration not stated) | -5 | 7
CCc1ccc(NC(=O)C2=CC(c3cccs3)=NS(=O)(=O)N2C)cc1 | 0 | -4
Cc1ccc(-n2c(SCC(=O)N/N=C/c3ccc(C)s3)nnc2-c2ccccc2)cc1 | -9 | 12
Cc1ccc(NC2=NCC(=O)N2Cc2ccc3c(c2)OCO3)cc1 | 12 | -4
CN(C)S(=O)(=O)n1cc(/C=C(\NC(=O)c2ccccc2F)C(=O)N2CCCCC2)c2ccccc21 | 75 | -87
COC(=O)c1[nH]c2ccccc2c1NC(=O)C(C)N1CC(C)OC(C)C1 (configuration not stated) | -5 | 4
O=C(NCCCN1CCOCC1)c1ccc(CS(=O)(=O)c2ccc(Br)cc2)o1 | 14 | -5
CCOc1ccc(CCNC(=O)c2ccc3nc(N4CCOCC4)sc3c2)cc1OCC | 23 | 0
COc1cccc(CC(=O)OCC(=O)NNC(=O)c2ccc([N+](=O)[O-])cc2)c1 | -6 | 0
Cc1c(Cl)ccc2sc(NC(=O)c3ccco3)nc12 | 6 | -10
O=C(O)C1CC=CCC1C(=O)NNc1c(Cl)cc(Cl)cc1Cl (configuration not stated) | 11 | -11
N=C1C=CC(=C(c2ccc(N)cc2)c2ccc(N)cc2)C=C1 | -21 | -10
CCCCCCCOC(=O)C1=C(C)Nc2ncnn2C1c1cccs1 (configuration not stated) | -19 | 3
O=C(NCC(c1ccco1)N1CCc2ccccc2C1)c1ccc(Cl)c([N+](=O)[O-])c1 (configuration not stated) | 11 | 3
O=C(Cn1c(C(F)(F)F)nc2ccccc21)c1ccc(F)cc1 | -19 | -10
CSCCC(NS(=O)(=O)c1ccc(Cl)cc1)C(=O)N1CCN(c2ccccc2)CC1 (configuration not stated) | -8 | 4
CC(=O)Nc1nc(N)n(-c2ccccc2)n1 | -12 | -2
O=C(NCc1ccc(F)cc1)C1CCC(CNc2c(N3CCCCC3)c(=O)c2=O)CC1 (configuration not stated) | 10 | -5
O=C(NCCC1=CCCCC1)C1CCN(C(=O)Cc2ccccc2)CC1 | 2 | 4
O=C(NNC1=C(C(=O)C(F)(F)F)CCC1)c1ccccc1O | 3 | 3
O=C(CSc1ncnc2c1nnn2Cc1ccc(F)cc1)NC1CCCCC1 | 16 | -7
COc1ccc(Cl)cc1NS(=O)(=O)c1cccc(C(=O)NCCCN2CCCC2=O)c1 | 12 | 1
O=C(CSc1ccc2ccccc2c1)NCCCN1CCCC1=O | 3 | 1
Cc1ccc(NC(=O)C2COc3ccccc3O2)cc1S(=O)(=O)N1CCOCC1 (configuration not stated) | 4 | -21
COc1ccc(C2NC(=O)NC(O)(C(F)(F)F)C2C(=O)c2ccc(F)cc2)cc1 (configuration not stated) | -1 | -10
CCN(CC)CC(=O)Nc1c(C)cccc1C | -1&6&-2 | -6&-7&13
C=C(C)CN(Cc1ccccc1)C(=S)Nc1ccccc1 | -4 | -4

One compound at a time, from the list above. Screens in order: H9c2 TAG inh | H9c2 TAG inh DAPI viability
`O=C(CSc1ncnc2c1nnn2Cc1ccc(F)cc1)NC1CCCCC1` in the list: 16 | -7
`CCN(CC)CC(=O)Nc1c(C)cccc1C` in the list: -1&6&-2 | -6&-7&13
`C=C(C)CN(Cc1ccccc1)C(=S)Nc1ccccc1` in the list: -4 | -4

(cont.)
SMILES | H9c2 TAG inh | H9c2 TAG inh DAPI viability
CC(Sc1nnc(NC2CCCCC2)s1)C(=O)N1CCOCC1 (configuration not stated) | -5 | -11
COC(=O)C1=C(C)NC(C)=C(C(=O)OCC2CCCO2)C1c1ccc(Cl)c([N+](=O)[O-])c1 (configuration not stated) | -12 | -7
COc1cc(CNCc2ccccn2)ccc1OCc1ccc(Cl)c(Cl)c1 | 2 | 4
O=C(NC1CCCC1)c1noc2c1CCCCC2 | 1 | 17
O=C(CCCn1c(=O)[nH]c2cc(Cl)ccc2c1=O)NCCN1CCN(c2ccccc2)CC1 | 12 | -11
COc1ccc(CNC(=O)COC(=O)CC2CCCC2)cc1 | -1 | 0
C=CCOC(=O)/C(=C\c1ccc(OC)cc1)NC(=O)c1ccco1 | -15 | 2
Cc1cc2c(OCC(O)CNC3CCCCC3)cccc2[nH]1 (configuration not stated) | 12 | 3
O=C(Cn1cnc2ccccc2c1=O)NCc1ccc2c(c1)OCO2 | 8 | -9
CCc1c(C(C)S(=O)(=O)c2ccc(C)cc2)[nH]c(=O)n1-c1ccc(C)cc1 (configuration not stated) | -22 | 2
CCN(CC)C(=O)Oc1cc(COC)nc(-c2ccccc2)n1 | 14 | -3
O=C(COc1ccc(Cl)cc1Cl)Nc1cccnc1 | -20 | 18
O=C(Nc1ccccc1Cl)c1cc(C2CCCCN2C(=O)c2ccccc2)on1 (configuration not stated) | -19 | 3
Cc1cc(C)cc(N(CC(=O)N2CCCC2)S(C)(=O)=O)c1 | 12 | -8
Clc1ccc(N2N=C(c3cccs3)CC2c2ccco2)cc1 (configuration not stated) | -9 | 157
CN(C)S(=O)(=O)N1CCCN(S(=O)(=O)N(C)C)CC1 | 4 | 7
Cc1nn(C)c(=S)n1-c1ccc(Cl)cc1 | 6 | 4
CCOC(=O)c1c(CN2CCN(Cc3ccccc3)CC2)n(C)c2cc(Br)c(OC)cc12 | 40 | 10
Cc1ccc(NC(=O)C2CCCN(S(=O)(=O)c3cccs3)C2)cc1 (configuration not stated) | -8 | 2
COc1ccccc1-c1nnc(SCC(=O)NCc2cccs2)n1N | -8 | 8
Cc1ccnc(SCCn2c(N3CC(C)OC(C)C3)nc3c2c(=O)n(C)c(=O)n3C)n1 (configuration not stated) | -12 | 0
COc1ccc(NC(=O)C2Cc3c(-c4ccc5c(c4)OCO5)ccnc3O2)cc1 (configuration not stated) | 13 | -7
COCc1cc(C)nc(N2CCOCC2)c1C#N | 6 | 4
CCCC(C)NC(=O)c1cccc(Oc2ccccc2)c1 (configuration not stated) | -2 | -11
CCOC(=O)C1CCN(C(=O)c2cccnc2Oc2ccc(Cl)cc2)CC1 | 5 | -11
CCOC(=O)C1=NNC2(CC(=O)N(c3cccc(C)c3)C2=O)C1 (configuration not stated) | 8 | 2
O=C(c1ccc(S(=O)(=O)NCC2CCCO2)cc1)N1CCc2ccccc21 (configuration not stated) | -5 | -11
O=C1NC(=Nc2cccc(O)c2)S/C1=C\c1cccnc1 | 6 | -2
COc1ccc(-c2cnc3c(NC(C)=O)cc(-c4cccc(C(=O)N(C)C)c4)cn23)cc1OC | 0 | 2
Cc1ccc(C(=O)N(C)CCOc2ccccc2)cc1S(=O)(=O)N1CCCCC1 | -9 | 3

4 entries from above, field by field.
Cc1ccc(C(=O)N(C)CCOc2ccccc2)cc1S(=O)(=O)N1CCCCC1
  H9c2 TAG inh: -9 | H9c2 TAG inh DAPI viability: 3

COCc1cc(C)nc(N2CCOCC2)c1C#N
  H9c2 TAG inh: 6 | H9c2 TAG inh DAPI viability: 4

CCOC(=O)c1c(CN2CCN(Cc3ccccc3)CC2)n(C)c2cc(Br)c(OC)cc12
  H9c2 TAG inh: 40 | H9c2 TAG inh DAPI viability: 10

COc1ccc(NC(=O)C2Cc3c(-c4ccc5c(c4)OCO5)ccnc3O2)cc1 (configuration not stated)
  H9c2 TAG inh: 13 | H9c2 TAG inh DAPI viability: -7

(listing goes on)
SMILES | H9c2 TAG inh | H9c2 TAG inh DAPI viability
CCc1nc2ccc(C(=O)NCCNC(C)=O)cn2c1N(CCC(C)C)CCN(C)C | -3 | -3
C/C(=N\NC(=O)c1c(Cl)cnn1C)c1ccc(NC(=O)c2ccc(Br)o2)cc1 | -7 | 2
O=C(COC(=O)c1cncc(Br)c1)NC12CC3CC(CC(C3)C1)C2 | -7 | 13
COC(=O)c1ccc(CSc2nnc(NCc3ccccc3)s2)o1 | -5 | -4
NS(=O)(=O)c1cccc(NC(=O)c2cccc(S(=O)(=O)N3CCCCCC3)c2)c1 | -2 | 6
Cc1cc2c(cc1S(=O)(=O)NCc1ccc(N(C)C)cc1)OCC(=O)N2 | -11 | -3
CCN1CCC[C@H]1CNC(=O)c1c(OC)ccc(Br)c1OC | -2 | 11
c1coc(-c2nnc(SCc3cn4ccccc4n3)o2)c1 | -1 | -1
Cc1ccc(C(=O)OCC(=O)NCCc2ccc(F)cc2)cc1S(=O)(=O)N1CCOCC1 | -5 | -2
CN(C)c1cccc2c1c(NC(=O)Nc1ccccc1)nn2C | -10 | 6
CC(=O)NC(=S)Nc1ccc(S(=O)(=O)Nc2ncccn2)cc1 | -7 | 7
CCOC(=O)c1c(C)nn(Cc2ccccc2)c1N | -21 | 2
O=C(COC(=O)c1ccccc1Br)NCCN1C(=O)CSC1=O | 3 | -6
Cc1ccc2nc(NNC(=O)c3ccc(S(=O)(=O)N4CCc5ccccc5C4)cc3)sc2c1 | 19 | -23
CC1=NNC(=O)C1CCC(=O)N/N=C/c1ccc(Cl)cc1 (configuration not stated) | 4 | 2

3 structures already listed, ordered by formula weight, descending:
SMILES | H9c2 TAG inh | H9c2 TAG inh DAPI viability
C#CCOCCOCCOCCNc1nc(N2CCN(C(=O)[C@H](CCCCN)n3cc([C@@H](N)C(C)CC)nn3)CC2)nc(N2CCN(C(=O)[C@H](CCCCN)n3cc([C@@H](N)CC(C)C)nn3)CC2)n1 (some centres not stated) | -41 | 33
Cc1ccc(-n2c(SCC(=O)N/N=C/c3ccc(C)s3)nnc2-c2ccccc2)cc1 | -9 | 12
CC(=O)Nc1nc(N)n(-c2ccccc2)n1 | -12 | -2

Continued:
SMILES | H9c2 TAG inh | H9c2 TAG inh DAPI viability
O=C(c1ccco1)N1CCN=C1SCc1cccc(Cl)c1 | -6 | 4
CSc1ccccc1-c1ccc2nccn2c1 | -6 | 13
O=[N+]([O-])c1ccccc1N=Nc1c(O)[nH]c2ccc(F)cc12 | 10 | -5
O=C(c1ccc(S(=O)(=O)N2CCCC2)cc1)N(c1ccc(F)cc1)C1C=CS(=O)(=O)C1 (configuration not stated) | 2 | 2
O=C(Oc1cccc(N2C(=O)CCC2=O)c1)c1ccccc1 | 6 | 5
COc1cccc(NC(=O)COC(=O)c2ccc3c(c2)OCCO3)c1 | 11 | -3
CC(C)(CO)NCC(O)Cn1cc(C=O)c2ccccc21 (configuration not stated) | 6 | -13
CC(=O)Nc1ccc(-c2ccnc3c2CC(C)(C(=O)NCc2ccncc2)O3)cc1 (configuration not stated) | 5 | -1
CCCC(=O)Nc1ccccc1-c1nnc(SCC)[nH]c1=O | 5 | -5
Cc1sc2ncn(CC(=O)NCCCC(=O)N3CCN(c4ccccc4)CC3)c(=O)c2c1C | 17 | -16
O=C(NCCCN1CCCC1=O)c1ccc2c(c1)NC(=O)c1ccccc1S2 | -3 | -5
CCCCCNC(=O)C(C)NS(=O)(=O)c1ccc(OC)cc1 (configuration not stated) | -24 | 14
COc1ccc(OC(=O)c2cccnc2)cc1 | 18 | -9
COc1cc(C(=O)N[C@H](C(=O)NC2CCCc3ccccc32)C(C)C)cc(OC)c1OC (some centres not stated) | -2 | -6
Cc1cc(=O)n2c(ccc3ccccc32)c1C#N | -14 | 9
